UbGFP stabilizer: Ubiquitin-GFP Assay | Ubiquitin-GFP reporter cells, proteasome inhibition, GFP fluorescence; response scale: untreated = 0%, 10 µM MG-132 = 100% | Potency, µM (highest dose often 45.9 µM), for inactives: at the top dose activation (GFP accumulation), actives largely listed as activators | 67,000 tested, under 10 active; active = well fitted activation curve with a large enough effect, not every such curve was filed as active; inconclusive = small, poorly fitted or top-dose-only effect, or another doubt; inactive = no such curve, though single readings can be large or run the other way; also: potency is read from the fitted curve at half-maximal effect
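U2OS cells expressing ubiquitin(G76V)-GFP, seeded overnight in 0.5% FBS medium, then treated 4 hr at 37 C across 46 uM to 2.9 nM. GFP-positive cells counted by laser cytometry (488 ex/515 em); %activity scaled between basal and 10 uM MG-132.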
DNA Pol III inh: qHTS Assay for Inhibitors of DNA Polymerase III Holoenzyme System; reconstituted DNA polymerase III holoenzyme replication, biochemical; Potency, µM (series often up to 57.1 µM), for the others: at the highest dose activity change, negative = inhibition; 71,000 compounds, 0.25% hits; AID 603, 2007; also: potency is read from the fitted curve at half-maximal effect; % is scaled to controls: 0 for no effect and ±100 for the full control effect
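Reconstituted *E. coli* holoenzyme (0.35 nM Pol III, 1 nM beta, 154 nM SSB, 2 nM primase) was preincubated with compound for 15 min at RT. Synthesis on 1.4 nM ssM13Gori ran 35 min, then was stopped with PicoGreen/EDTA and read as dsDNA fluorescence.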
Epigenetic mod: qHTS Assay for Epigenetic Modulators; mouse C127i GFP locus derepression, cytometry, 30 h; Potency, µM (titrated, usually from 46.1 µM), inactives show top-dose GFP derepression (activation); 68,000 compounds, 0.09% hits; also: % of control where 0% means no effect
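Locus derepression in mouse mammary C127i cells whose integrated CMV-GFP reporter is normally silent; GFP expression after 30 h compound treatment was quantified by counting fluorescent cells.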
Hsp90 Hop PPI: qHTS Assay for Disrupters of an Hsp90 Co-Chaperone Interaction; Hsp90 C-terminal peptide / TPR2A (Hop) interaction, human; AlphaScreen TPR2A-His6 binding biotin-Hsp90 C-terminal peptide; Potency, µM (top dose mostly 57 µM), without a hit: top-dose activity change, negative = inhibition; 71,000 compounds, 0.44% hits; active = well fitted curve in either direction with a large enough effect; inconclusive = small, poorly fitted or top-dose-only effect, or another doubt; also: potency is read from the fitted curve at half-maximal effect; % is scaled to controls: 0 for no effect and ±100 for the full control effect; many of its hits are not listed in these tables
4MU fluor: qHTS Assay for Spectroscopic Profiling in 4-MU Spectral Region; AID 589, 2007; compound autofluorescence, 340/450 nm, 4-MU equivalents; hits give high values; max dye-equivalent concentration, M; 59,000 compounds, 11% hits; in the data active = max dye-equivalent concentration above about 10 nM; inconclusive = mostly about 1.1 nM to 9.6 nM
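Compounds in 100 mM Tris, pH 8.0, sat 15 min at room temperature before fluorescence was read at 340 nm excitation/450 nm emission; a per-plate six-point 4-MU standard curve converted signals to dye-equivalent concentration at each compound concentration.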
HBB splicing: qHTS Assay for Modulators of Hemoglobin Beta Chain Splicing; HBB splicing reporter cell assay, activation; EGFP reporter with mutant IVS2-654 intron; response scale: normalised to 500 nM splice-correcting PNA; Potency, µM (titrated, usually from 46.1 µM), inactives show top-dose activation, most hits filed as activators; 65,000 compounds, 0.06% hits; also: potency is read from the fitted curve at half-maximal effect; 0% is about no effect
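Compounds were applied for 2 days to HeLa EGFP-654 cells, 500/well in Optimem with 2% FCS. The reporter's EGFP is disrupted by mis-splicing of beta-globin intron IVS2-654. Readout: summed well GFP fluorescence from 488 nm laser scanning; reference was 500 nM antisense […] 654 PNA.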
Rhodamine fluor: qHTS Assay for Spectroscopic Profiling in Rhodamine Spectral Region; Rhodamine-region fluorescence, 547/598 nm, Tris buffer; hits give high values; max dye-equivalent concentration, M; 59,000 compounds, 0.05% hits; AID 594, 2007; in the data active = max dye-equivalent concentration above about 11 nM; inconclusive = between about 1.1 nM and that limit
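Compounds in 100 mM Tris buffer, pH 8.0, were incubated 15 min at room temperature, then read at 547 nm excitation and 598 nm emission. Fluorescence was normalized against a per-plate six-point rhodamine standard curve as dye-equivalent concentration.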
Texas Red fluor: qHTS Assay for Spectroscopic Profiling in Texas Red Spectral Region. max dye-equivalent concentration, M. 59,000 compounds, 0.06% hits. AID 587, 2007. Compound fluorescence, Texas Red channel, 547/618 nm; hits give high values; in the data active = max dye-equivalent concentration above about 10 nM; inconclusive = between about 1.1 nM and that limit
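qHTS profiling of intrinsic compound fluorescence; 100 mM Tris pH 8.0; 15 min RT; ex 547 / em 618 nm; response expressed as Texas Red dye-equivalent concentration from six-point plate standard.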
HADH2 inhib: qHTS Assay for Inhibitors of HADH2 (Hydroxyacyl-Coenzyme A Dehydrogenase, Type II). 73,000 compounds, 3.4% hits. Potency, µM (titrated, usually from 57.1 µM), inactives show top-dose activity change, negative = inhibition, actives largely listed as inhibitors. recombinant HADH2, NADH fluorescence, beta-hydroxybutyryl-CoA. 3-hydroxyacyl-CoA dehydrogenase type-2 (Homo sapiens), Q99714; also: potency is read from the fitted curve at half-maximal effect; % is scaled to controls: 0 for no effect and ±100 for the full control effect; nearly all actives have a fitted effect of over 60% in size; many of its hits are not listed in these tables
Target sequence (Q99714 whole entry, looked up, one chain of several): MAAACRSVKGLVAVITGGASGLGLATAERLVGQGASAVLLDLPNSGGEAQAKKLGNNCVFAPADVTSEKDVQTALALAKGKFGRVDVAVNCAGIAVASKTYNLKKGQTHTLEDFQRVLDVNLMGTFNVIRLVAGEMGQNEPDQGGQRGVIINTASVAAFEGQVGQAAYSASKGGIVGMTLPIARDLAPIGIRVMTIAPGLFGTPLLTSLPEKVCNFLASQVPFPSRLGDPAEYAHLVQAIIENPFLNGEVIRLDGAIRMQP
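20 nM HADH2 + cpd, 15 min RT; add 1 mM NAD+/90 uM beta-hydroxybutyryl-CoA; kinetic fluorescence 360/450 nm, 4 min. Tris-HCl pH 9.0, 0.01% Tween-20.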
Fluorescein fluor: qHTS Assay for Spectroscopic Profiling in Fluorescein Spectral Region. 59,000 compounds, 0.91% hits. Compound autofluorescence, 480/540 nm, fluorescein-equivalent; hits give high values. max fluorescein-equivalent concentration, M; in the data active = max fluorescein-equivalent concentration above about 10 nM; inconclusive = between about 1.1 nM and that limit
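First, buffer (100 mM Tris, pH 8.0) dispensed; second, compounds and fluorescein standards pinned in; third, 15 min room-temperature incubation; finally, imaging at ex 480 nm/em 540 nm. Fluorescence normalized against the six-point fluorescein curve.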
ALOX15 inhib: qHTS Assay for Inhibitors of 15-hLO (15-human lipoxygenase); Polyunsaturated fatty acid lipoxygenase ALOX15 (Homo sapiens), P16050; purified 15hLO-1, xylenol orange hydroperoxide absorbance; Potency, µM (titrated, usually from 57.1 µM), for the others: at the highest dose activity change, negative = inhibition, actives largely listed as inhibitors; 74,000 compounds, 1.4% hits; also: potency is read from the fitted curve at half-maximal effect; % is scaled to controls: 0 for no effect and ±100 for the full control effect; nearly all actives have a fitted effect of over 55% in size
Target sequence (P16050 whole entry, looked up): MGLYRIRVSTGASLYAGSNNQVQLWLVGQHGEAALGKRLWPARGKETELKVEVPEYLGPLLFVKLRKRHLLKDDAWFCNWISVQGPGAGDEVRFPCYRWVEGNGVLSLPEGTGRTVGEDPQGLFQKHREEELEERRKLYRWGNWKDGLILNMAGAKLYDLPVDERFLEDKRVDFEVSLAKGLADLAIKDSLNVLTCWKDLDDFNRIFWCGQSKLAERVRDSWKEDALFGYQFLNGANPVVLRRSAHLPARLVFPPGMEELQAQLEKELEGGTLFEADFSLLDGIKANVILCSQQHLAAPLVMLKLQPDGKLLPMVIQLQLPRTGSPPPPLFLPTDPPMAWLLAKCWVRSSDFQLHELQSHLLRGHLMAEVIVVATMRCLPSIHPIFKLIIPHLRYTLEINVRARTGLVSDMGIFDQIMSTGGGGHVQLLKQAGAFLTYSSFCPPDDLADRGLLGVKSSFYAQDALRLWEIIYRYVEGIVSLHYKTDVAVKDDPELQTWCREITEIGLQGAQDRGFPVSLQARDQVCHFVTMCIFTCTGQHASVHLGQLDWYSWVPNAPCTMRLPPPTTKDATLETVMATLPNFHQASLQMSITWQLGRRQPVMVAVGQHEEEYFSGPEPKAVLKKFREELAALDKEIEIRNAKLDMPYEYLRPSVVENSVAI
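Compounds were preincubated 15 min at room temperature with 40 nM purified human enzyme (25 mM Hepes pH 7.5, 0.01% Triton X-100); 50 uM arachidonic acid reacted 6 min. Fe-xylenol orange detection, 30 min, absorbance ratio 573/405 nm.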
Active calls of the source: *; i = inactive; ? = inconclusive; nt = no result given; [ ] = another dose, or the depositor's remark. Unless noted, calls follow the shape of the dose curve; as a rule, active = well fitted curve in the direction sought with a large enough effect; inconclusive = small, poorly fitted or top-dose-only effect, or another doubt; inactive = no such curve, though single readings can be large; an effect the other way counts as inactive or inconclusive. The list is partial. The share of hits here may be higher or lower than overall.

Structure | Texas Red fluor | Fluorescein fluor | 4MU fluor | ALOX15 inhib | HBB splicing | Epigenetic mod | DNA Pol III inh | HADH2 inhib | Rhodamine fluor | UbGFP stabilizer | Hsp90 Hop PPI
CS(=O)(=O)N1CCC2(CC1)CN(C(=O)Nc1ccccc1)C2 | i | i | i | 0.5µM* | 2.1% | 1%[9.22 µM] | -9% | -7% | i | 8% | 1%
c1ccc(-c2noc(-c3ccco3)n2)nc1 | i | i | i | 9% | 0.5% | 6% | -4% | 6% | i | 2% | ?
C[C@]1(C(=O)NCCN2CCOCC2)C=C[C@@H](Cc2ccccc2)N1C(=O)c1ccccc1 | nt | nt | nt | -12% | -1.0% | nt | 2% | 24% | nt | nt | -4%
CC(=O)Nc1nc(C)nc(-c2ccccc2OC(C)=O)n1 | i | i | 1.4e-07M* | 5% | 0.1% | 5% | 1% | -12% | i | -6% | -4%
COc1ccc(-n2c(SCC(=O)NCc3cccs3)nnc2-c2ccoc2C)cc1 | i | ? | 2.3e-08M* | -6% | -1.8% | -1% | 2% | 4% | i | -8% | -1%
CCOC(=O)N1CCN(C(=O)CCn2c(=S)[nH]c3cc(OCC)c(OCC)cc3c2=O)CC1 | i | i | i | -11% | -0.2% | -2% | -4% | -3% | i | -8% | -1%
Cc1nnc(NCc2ccncc2)c2ccccc12 | i | i | ? | 5% | -6.0%[57.5 µM] | 0% | -8% | 5% | i | -4% | -4%
O=C(NCCCn1ccnc1)c1cccnc1 | i | ? | i | nt | nt | -1%[20.6 µM] | nt | nt | i | nt | nt
O=C(Nc1cccnc1)c1cc(-c2cccs2)on1 | i | i | 1.7e-08M* | -5% | 1.2% | 1% | -6% | 4% | i | 2% | 1%
CC1=C(C(=O)OCC2CCCO2)C(c2ccc(C)o2)C2=C(CC(c3ccc(N(C)C)cc3)CC2=O)N1 (stereo unspecified) | ? | i | i | -12% | -1.3% | -5% | 4% | -12% | i | 2% | -25%
COc1ccc(CNc2ncncc2-c2c(C)noc2C)c(OC)c1 | i | ? | i | 3% | 0.6% | -3%[9.22 µM] | -2% | -17% | i | -2% | -2%
CCN(CC)CCNc1nc2c(c(=O)[nH]c(=O)n2C)n1CCOc1ccccc1 | i | i | i | nt | nt | 2%[20.6 µM] | nt | nt | i | nt | nt
COc1ccc(NC(=O)N2CC3(CCN(C(=O)c4csnn4)CC3)C2)cc1 | i | i | i | 4% | 2.4% | 5%[9.22 µM] | 8% | 0% | i | -4% | -7%
COc1ccc(S(=O)(=O)N2CCCC(C(=O)NCc3ccncc3)C2)cc1Cl (stereo unspecified) | i | i | i | 1% | 1.8% | 5% | -2% | 5% | i | -5% | -4%
COc1cc(NC(=O)c2cc(C(C)C)on2)cc(OC)c1OC | nt | nt | nt | -1% | 0.8% | 2% | -1% | -9% | nt | 0% | -2%
Cc1noc(/C=C/c2ccco2)c1S(=O)(=O)N1CCC(C(=O)N2c3ccccc3CC2C)CC1 (stereo unspecified) | ? | ? | 1.4e-08M* | -19% | -2.9% | 3% | -9% | -27% | i | 0% | -5%

Profiles, looked up by structure. Order of screens: Texas Red fluor | Fluorescein fluor | 4MU fluor | ALOX15 inhib | HBB splicing | Epigenetic mod | DNA Pol III inh | HADH2 inhib | Rhodamine fluor | UbGFP stabilizer | Hsp90 Hop PPI
CC1=C(C(=O)OCC2CCCO2)C(c2ccc(C)o2)C2=C(CC(c3ccc(N(C)C)cc3)CC2=O)N1 (stereo unspecified) is listed as ? | i | i | -12% | -1.3% | -5% | 4% | -12% | i | 2% | -25%
Cc1noc(/C=C/c2ccco2)c1S(=O)(=O)N1CCC(C(=O)N2c3ccccc3CC2C)CC1 (stereo unspecified) is listed as ? | ? | 1.4e-08M* | -19% | -2.9% | 3% | -9% | -27% | i | 0% | -5%

The results go on.
Structure | Texas Red fluor | Fluorescein fluor | 4MU fluor | ALOX15 inhib | HBB splicing | Epigenetic mod | DNA Pol III inh | HADH2 inhib | Rhodamine fluor | UbGFP stabilizer | Hsp90 Hop PPI
CC(C)CCn1c(CN2CCN(C(=O)c3ccco3)CC2)nc2c1c(=O)n(C)c(=O)n2C | nt | nt | nt | -7% | 0.0% | nt | -7% | 8% | nt | 10% | 5%
Nc1ccc(-c2nc3ccccc3[nH]2)cc1 | nt | nt | nt | 10% | -0.3% | nt | -8% | 32µM* | nt | 1% | 1%
O=C(Cc1ccccc1)Nc1nc(-c2cccs2)cs1 | i | i | i | -28% | -0.3%[57.5 µM] | 1% | 3% | -5% | i | -1% | 8%
COc1cc2c(cc1OC)-c1nnc(-c3cccs3)n1C(C)(C)C2 | nt | nt | nt | -7% | -0.8% | nt | -3% | 37%[activator] | nt | 3% | -5%[2.3 µM]
O=C(NCc1ccc2c(c1)OCO2)c1nn(-c2ccccc2)c(=O)c2ccccc12 | ? | i | 1.5e-08M* | 1% | -0.3%[57.5 µM] | 1% | -2% | -19% | i | 1% | 6%
Cn1c(C(=O)NC2CCCCC2)cc2sccc21 | i | ? | i | -5% | 0.2% | 4% | 1% | 2% | i | 2% | -6%
CCSc1nc(-c2ccc(OC)cc2)ccc1C#N | i | ? | 1.5e-07M* | -20% | nt | 2% | -4% | 24% | i | -5% | 25µM*
COc1ccccc1-n1nc(C(=O)NCc2ccco2)c2ccccc2c1=O | ? | i | i | 1% | 10.0% | 0% | -1% | 0% | i | 12% | -2%
COC(=O)Nc1c(C)n(C)n(-c2ccccc2)c1=O | i | i | ? | 6% | 2.6% | -3% | -4% | 0% | i | -3% | -2%
COc1cccc(NC(=O)CSc2nnc(CNC(=O)c3ccccc3)n2C)c1 | i | ? | i | 1% | 0.5% | 2% | -4% | 4% | i | 14% | -4%
O=C(NCCCCCNC(=O)c1ccco1)c1ccco1 | i | ? | i | 8% | -0.3%[57.5 µM] | 1% | 0% | -4% | i | 2% | -1%
NC1(C(=O)NC2(C(=O)O)CCCC2)CCCC1 | i | ? | i | 4%[11.4 µM] | 4.2%[9.22 µM] | 2%[9.22 µM] | -1%[11.4 µM] | -5%[11.4 µM] | i | -8%[9.17 µM] | -3%[11 µM]
Cc1c(-c2ccco2)[n+](=O)c2c(n1[O-])CCCCC2 | nt | nt | nt | 8% | -0.1%[9.22 µM] | 0% | 7% | 11% | nt | 15% | -2%
Cc1ccc(-n2nnc3c(=O)n(Cc4cccc(C)c4)cnc32)cc1 | nt | nt | nt | -14% | -1.0% | nt | -5% | 6% | nt | -3% | 1%
O=C(Nc1ccc(N2CCCC2=O)cc1)c1cccc(F)c1 | i | i | i | 10% | -0.4% | -1% | -4% | 9% | i | -2% | -2%
Cc1ncoc1C(=O)Nc1ccc2c(c1)OCCO2 | i | i | i | 6% | 3.8%[1.84 µM] | 2% | -2% | 7% | i | 4% | 1%
CCOC(=O)C1CCN(C(=O)C2CCN(S(=O)(=O)c3c(C)noc3C)CC2)CC1 | i | i | i | 0% | -1.1% | 0% | 0% | 2% | i | -2% | -7%
COc1ccc(Nc2nc(-c3sc(N)nc3C)cs2)cc1 | i | i | i | -16% | nt | 0% | -6% | ? | i | -2% | ?
COc1cccc(C(=O)CSc2nnc(-c3cc(OC)cc(OC)c3)o2)c1 | i | ? | i | 1% | -1.4% | 2% | -2% | -7% | i | 1% | -1%
COc1ccccc1-c1nc(C#N)c(N2CCN(C(c3ccccc3)c3ccccc3)CC2)o1 | i | i | 9.2e-08M* | 2% | 2.5%[0.369 µM] | 2% | 3% | 25µM* | i | -4% | -3%
O=C(O)C1C2C=CC(C2)C1C(=O)OC1CC2CCC1C2 (stereo unspecified) | nt | nt | nt | 11%[11.4 µM] | -1.9%[0.0738 µM] | -2% | 2%[11.4 µM] | 2%[11.4 µM] | nt | 5%[9.17 µM] | -4%[11 µM]
CCn1c(SCC(=O)Nc2nc3c(s2)CCCC3)nc2c1c(=O)n(C)c(=O)n2C | i | ? | i | 4% | -0.5%[57.5 µM] | 0% | 2% | 5% | i | -2% | 1%
CCN(CC)C(=O)c1sc(NC(=O)c2ccco2)c(C#N)c1C | ? | i | i | 5% | nt | -2% | -8% | -11% | i | 2% | -3%

From PubChem BioAssay
